PKA-R1A act – activators of PKA-R1A holoenzyme, primary screen, biochemical, fluorescence polarization, Cy5-IP20, bovine R1A, mouse PKAc. PKA-R1A dissociation; scaled: DMSO 0%, 113 µM cGMP 100%. activation, % at 11.4 µM. cAMP-dependent protein kinase type I-alpha regulatory subunit (Bos taurus) + …. 340,000 tested, 0.083% active;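 active = percent activation above the mean of all tested compounds plus 3 SD, cut at about 19% in these data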;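 note: higher means more PKAc released from R1A so a rise in polarization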
OPRM1-OPRD1 inv – inverse agonists of MOR-DOR heterodimerization, primary screen, cell-based, luminescence | 340,000 tested, 0.21% active | Mu-type opioid receptor (Homo sapiens) + Delta-type opioid receptor (Homo sapiens), … | inhibition, % at 9.3 µM | cell-based MOR-DOR heterodimer luminescence, inverse agonism; in the data active = inhibition above about 22%, passing the limit was not always enough;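 note: 0% = cells with DMSO and 100% = wells without cells with DMSO; values of inactives mirror those of a sister screen read the other way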
Ecoli viability – E. coli V3065 growth inhibition, primary screen, counter-screen for AddAB inhibitor project, absorbance, OD600 | 18 h | AID 449728, 2010 | inhibition, % at 11.9 µM | 330,000 tested, 0.27% active;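 active = inhibition above the campaign's mean inhibition across all tested compounds plus 3 SD, cut at about 9.9% in these data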;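 note: uninfected addAB+ strain grown without phage in ampicillin broth; 0% = DMSO wells and 100% = ciprofloxacin 0.95 µg/ml wells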
Tat transport – E. coli Tat export inhibitors, primary screen, MC4100, TorA-mCherry reporter, fluorescence, single point | AID 488895, 2010 | inhibition, % at 10 µM | 340,000 tested, 0.036% active;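 active = mean replicate inhibition at least 50% and at least half of replicates individually reaching 50%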;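 note: exported cargo escapes ClpAP degradation while cytoplasmic cargo is degraded and loses fluorescence; 0% = median of neutral control wells and 100% = median of NaSCN control wells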
SUMO Mot1 rescue – yeast Mot1-301 growth rescue at high temperature, primary screen, SUMOylation pathway inhibitor project, S. cerevisiae, ATP luminescence, 38.5C | 320,000 tested, 1% active | AID 2716, 2010 | S. cerevisiae Mot1-301 growth rescue; percent above DMSO median, 100 means doubled | growth rescue, % at 18.8 µM;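 active = every valid replicate shows activation above 250% relative to neutral control wells; inactive = the rest, any valid replicate at or below 250%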;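 note: OY570 slx delta 5 strain wells were the positive control but not used for scaling; some compounds called inactive have numbers as strong as hits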
PfHsp90 set2 – growth inhibition of PfHsp90-expressing yeast, primary screen, antimalarial PfHsp90 inhibitor project, S. cerevisiae, BacTiter-Glo luminescence, single point, set 2. BacTiter-Glo ATP, 48 h; yeast lacking PDR1 and PDR3 efflux regulators. inhibition, % at 9.4 µM. 310,000 tested, 0.32% active. AID 504621, 2011;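 active = every replicate shows inhibition above about 80%, whatever the replicate mean, limit read from the data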;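 note: 0% = DMSO neutral controls and 100% = 20 µM radicicol positive controls; yeast relying on Plasmodium falciparum Hsp90 in place of its own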
AddAB inh – growth inhibition of E. coli expressing H. pylori AddAB, primary screen, AddAB inhibitor project, absorbance. 330,000 tested, 0.29% active. AID 435030, 2010. inhibition, % at 11.9 µM; in the data active = inhibition above about 12%;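 note: 0% = vehicle wells of infected cells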
phage Ecoli inh – growth loss of phage-infected E. coli, primary screen, RecBCD inhibitor project, absorbance, with phage, HTS; inhibition, % at 11.9 µM; 360,000 tested, 0.26% active; AID 651602, 2012; in the data active = inhibition above about 11%
OPRM1-OPRD1 ag – agonists of OPRM1-OPRD1 heterodimerization, primary screen, cell-based, luminescence; cells; activation, % at 9.3 µM; 340,000 tested, 0.3% active; in the data active = activation above about 18%;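 note: 0% = vehicle-treated cells and 100% = reference agonist; values of inactives mirror those of a sister screen read the other way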
DSG3 Ab inh – inhibitors of pemphigus antibody binding to DSG3, primary screen, biochemical, bead-based, flow cytometry, scFv-GFP; Desmoglein-3 (Homo sapiens), P32926; DSG3-coupled beads, scFv-anti-DSG3-GFP binding; active compounds read low; binding (percent of control), % at 10 µM; 310,000 tested, 0.48% active; AID 588358, 2011;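 active = binding more than 3 SD below its plate's average and above zero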;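 note: hits lower antibody fragment binding to DSG3; some compounds called inactive have numbers as strong as hits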
Target sequence (P32926 whole entry, looked up, the tested form may be a part): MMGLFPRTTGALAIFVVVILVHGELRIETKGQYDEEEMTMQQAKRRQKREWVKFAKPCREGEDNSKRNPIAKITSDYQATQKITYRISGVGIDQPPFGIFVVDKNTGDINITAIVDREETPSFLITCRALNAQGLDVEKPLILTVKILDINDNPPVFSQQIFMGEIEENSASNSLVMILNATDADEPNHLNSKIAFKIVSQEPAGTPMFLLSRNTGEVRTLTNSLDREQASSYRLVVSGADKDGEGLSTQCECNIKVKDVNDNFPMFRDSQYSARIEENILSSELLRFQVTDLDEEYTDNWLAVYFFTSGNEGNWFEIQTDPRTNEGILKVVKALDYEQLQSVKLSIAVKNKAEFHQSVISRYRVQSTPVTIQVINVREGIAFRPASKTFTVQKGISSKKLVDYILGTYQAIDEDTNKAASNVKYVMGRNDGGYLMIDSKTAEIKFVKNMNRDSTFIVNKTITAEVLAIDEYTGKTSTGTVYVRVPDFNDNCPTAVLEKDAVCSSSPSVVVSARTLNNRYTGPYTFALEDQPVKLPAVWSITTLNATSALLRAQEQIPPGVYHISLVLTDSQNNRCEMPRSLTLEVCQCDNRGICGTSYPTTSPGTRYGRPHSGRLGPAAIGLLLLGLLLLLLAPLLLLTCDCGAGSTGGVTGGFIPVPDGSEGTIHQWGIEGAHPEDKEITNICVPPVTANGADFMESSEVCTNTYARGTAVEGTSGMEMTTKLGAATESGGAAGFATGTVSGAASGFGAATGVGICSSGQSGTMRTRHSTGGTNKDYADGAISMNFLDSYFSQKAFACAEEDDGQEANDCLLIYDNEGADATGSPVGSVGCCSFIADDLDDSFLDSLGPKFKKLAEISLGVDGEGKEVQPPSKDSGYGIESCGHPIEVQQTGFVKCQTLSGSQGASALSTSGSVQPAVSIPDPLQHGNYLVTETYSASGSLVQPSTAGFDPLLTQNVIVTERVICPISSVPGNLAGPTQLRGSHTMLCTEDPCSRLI
Arr AP2 block – inhibitors of beta-arrestin/AP2 binding, primary screen, biochemical, GPCR trafficking, flow cytometry. beta-arrestin 1 C-terminal peptide binding to AP2 beta2-adaptin appendage (human). FITC-arrestin peptide / GST-AP2 beads; AP2 beta2 appendage carries R879A mutation. inhibition, % at 10 µM. 340,000 tested, 0.31% active. AID 504490, 2011;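 active = inhibition above a set limit, near 3 SD of compounds lacking own fluorescence, cut at about 54% in these data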;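 note: plate controls were DMSO wells for no effect and 5 µM unlabelled arrestin peptide for full effect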
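Material – GST-tagged AP2 beta2-adaptin appendage (R879A) on 4 µm glutathione beads · Probe or stimulus – fluorescein-tagged arrestin peptide at 50 nM final · Timing – 12 min plus 1 h, RT · Detection – bead flow cytometry, FITC channel · Read-out basis – inhibition as reduced fluorescein signal on beads, percent · Medium – PBS plus Tween 20 (0.05%) and BSA (0.1%)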
Active calls of the source: *.

Screening COC(=O)c1cccc(NS(=O)(=O)c2ccc(OC)c(OC)c2)c1C returned PKA-R1A act -9, OPRM1-OPRD1 inv 16, Ecoli viability -0.4, Tat transport -9, SUMO Mot1 rescue 17, PfHsp90 set2 14, AddAB inh 1.8, phage Ecoli inh 0.4, OPRM1-OPRD1 ag -2.9, DSG3 Ab inh 97 and Arr AP2 block -2.
`O=C(CSc1nc2c(c(=O)n1-c1ccc(Cl)cc1)SCC2)NCC1CCCO1` (stereo unspecified) gave PKA-R1A act -10, OPRM1-OPRD1 inv 15, Ecoli viability -1.5, Tat transport -2, SUMO Mot1 rescue -10, PfHsp90 set2 14, AddAB inh 1.1, phage Ecoli inh 0.8, OPRM1-OPRD1 ag -2.9 and Arr AP2 block 23.
`COc1ccccc1OCc1ccc(C(=O)Nc2ccc(Cl)cn2)o1` gave PKA-R1A act -5, OPRM1-OPRD1 inv -6, Ecoli viability -1.1, Tat transport -4, SUMO Mot1 rescue -17, PfHsp90 set2 6, AddAB inh 0.2, phage Ecoli inh 2.4, OPRM1-OPRD1 ag 0.9, DSG3 Ab inh 107 and Arr AP2 block 15.
For C#CCOCCOCCOCCNc1nc(N2CCN(C(=O)CCCCCCCCCCNC(=O)[C@H](CO)n3cc(CCCSC)nn3)CC2)nc(N2CCN(C(=O)CCCCCCCCCCNC(=O)[C@H](CCCCN)n3cc(CCO)nn3)CC2)n1 the results were PKA-R1A act -6, OPRM1-OPRD1 inv 3, Ecoli viability -1.6, Tat transport 23, SUMO Mot1 rescue 3, PfHsp90 set2 12, AddAB inh -1.7, phage Ecoli inh 2.1, OPRM1-OPRD1 ag -0.6, DSG3 Ab inh 124 and Arr AP2 block 5.
COC(=O)c1ccc(/C=N/Nc2nc(N3CCCCC3)nc(N3CCCCC3)n2)cc1 was read as PKA-R1A act -11, OPRM1-OPRD1 inv 18, Ecoli viability -1.9, Tat transport -1, SUMO Mot1 rescue 4, PfHsp90 set2 9, AddAB inh 1.0, phage Ecoli inh 3.1, OPRM1-OPRD1 ag -3.9, DSG3 Ab inh 93 and Arr AP2 block -9.
COc1cccc(C(=O)CSc2nnc(-c3cc(OC)cc(OC)c3)o2)c1 was read as PKA-R1A act 10, OPRM1-OPRD1 inv 19, Ecoli viability -0.2, Tat transport 0, SUMO Mot1 rescue -14, PfHsp90 set2 15, AddAB inh 0.8, phage Ecoli inh 0.4, OPRM1-OPRD1 ag -4.0, DSG3 Ab inh 125 and Arr AP2 block 8.
`Cc1cc(C)n(C(=O)CSc2nnc(SCC(=O)n3nc(C)cc3C)s2)n1` gave PKA-R1A act -8, OPRM1-OPRD1 inv 8, Ecoli viability -3.4, Tat transport 2, SUMO Mot1 rescue -6, PfHsp90 set2 2, AddAB inh -1.3, phage Ecoli inh 2.5, OPRM1-OPRD1 ag -1.3, DSG3 Ab inh 104 and Arr AP2 block 3.
Screening CC(c1ccccc1)C1CC(=O)N(c2ccc(C(=O)O)cc2)C1=O (stereo unspecified) returned PKA-R1A act -2, OPRM1-OPRD1 inv 5, Ecoli viability -0.4, Tat transport -1, SUMO Mot1 rescue -6, PfHsp90 set2 14, AddAB inh 1.8, phage Ecoli inh 3.4, OPRM1-OPRD1 ag -0.8, DSG3 Ab inh 99 and Arr AP2 block 0.
COc1ccc(Cl)cc1NC(=O)CSc1nnc(C2CC2)n1C was read as PKA-R1A act -9, OPRM1-OPRD1 inv 2, Ecoli viability -0.6, Tat transport 3, SUMO Mot1 rescue -8, PfHsp90 set2 -7, AddAB inh 4.1, phage Ecoli inh -1.8, OPRM1-OPRD1 ag -0.4, DSG3 Ab inh 93 and Arr AP2 block 31.
`Cc1ccc(-n2c(CCc3ccccc3)n[nH]c2=S)cc1C` gave PKA-R1A act -7, OPRM1-OPRD1 inv -1, Ecoli viability 1.5, Tat transport 3, SUMO Mot1 rescue -4, PfHsp90 set2 -8, AddAB inh -0.1, phage Ecoli inh 2.9, OPRM1-OPRD1 ag 0.2, DSG3 Ab inh 95 and Arr AP2 block 34.
For Cc1ccc(-c2nc3cnccn3c2Nc2ccccc2)o1 the results were PKA-R1A act 7, OPRM1-OPRD1 inv 4, Ecoli viability -2.1, Tat transport 4, SUMO Mot1 rescue 4, PfHsp90 set2 0, AddAB inh -0.4, phage Ecoli inh 1.9, OPRM1-OPRD1 ag -0.6, DSG3 Ab inh 100 and Arr AP2 block 8.
Screening O=C1NC(c2ccc(Br)cc2)Nc2sc3c(c21)CCC3 (stereo unspecified) returned PKA-R1A act -9, OPRM1-OPRD1 inv -9, Ecoli viability 0.5, Tat transport -6, SUMO Mot1 rescue -3, PfHsp90 set2 -22, AddAB inh -0.7, phage Ecoli inh 1.7, OPRM1-OPRD1 ag 1.8, DSG3 Ab inh 93 and Arr AP2 block 12.
Fc1ccc(CNCc2ccccc2Cl)cc1 was read as PKA-R1A act -13, OPRM1-OPRD1 inv 6, Ecoli viability 0.8, Tat transport 1, SUMO Mot1 rescue -7, PfHsp90 set2 9, AddAB inh 0.4, phage Ecoli inh 2.2, OPRM1-OPRD1 ag -1.2, DSG3 Ab inh 102 and Arr AP2 block -3.
For COc1ccccc1CNS(=O)(=O)CCNCc1ccco1 the results were PKA-R1A act -1, OPRM1-OPRD1 inv 8, Tat transport 5, PfHsp90 set2 8, phage Ecoli inh 5.2, OPRM1-OPRD1 ag -1.8, DSG3 Ab inh 107 and Arr AP2 block -5.
For Cc1cc(C)nc(NC(=O)CSc2nccc(C)n2)n1 the results were PKA-R1A act -10, OPRM1-OPRD1 inv 2, Ecoli viability 0.0, Tat transport -1, SUMO Mot1 rescue 4, PfHsp90 set2 3, AddAB inh 2.7, phage Ecoli inh 4.6, OPRM1-OPRD1 ag -0.3, DSG3 Ab inh 94 and Arr AP2 block 6.
Screening CCOc1ccc(S(=O)(=O)NCc2ccccc2OC)cc1 returned PKA-R1A act 2, OPRM1-OPRD1 inv 11, Ecoli viability 0.3, Tat transport -2, SUMO Mot1 rescue 0, PfHsp90 set2 -1, AddAB inh -0.9, phage Ecoli inh 0.0, OPRM1-OPRD1 ag -2.1, DSG3 Ab inh 99 and Arr AP2 block -1.
COc1ccc(COC(=O)N/N=C/c2cccs2)cc1 was read as PKA-R1A act -11, OPRM1-OPRD1 inv 15, Ecoli viability -0.1, Tat transport -2, SUMO Mot1 rescue 7, PfHsp90 set2 4, AddAB inh 0.1, phage Ecoli inh 2.8, OPRM1-OPRD1 ag -3.2, DSG3 Ab inh 99 and Arr AP2 block 1.
Cc1ccc(S(=O)(=O)N2CCOCC2)cc1NC(=O)CSCc1c(C)noc1C was read as PKA-R1A act -1, OPRM1-OPRD1 inv 12, Ecoli viability -4.4, Tat transport -5, SUMO Mot1 rescue -5, PfHsp90 set2 -56, AddAB inh -0.4, phage Ecoli inh 2.3, OPRM1-OPRD1 ag -3.0 and Arr AP2 block -8.
Screening Nc1c(N2CCCC2)cc(Cl)c2nonc12 returned PKA-R1A act -2, OPRM1-OPRD1 inv -24, Ecoli viability 0.7, Tat transport -34, SUMO Mot1 rescue -15, PfHsp90 set2 23, AddAB inh 1.8, OPRM1-OPRD1 ag 4.8, DSG3 Ab inh 99 and Arr AP2 block 17.
Cc1cccc(NC(=O)c2nc[nH]c2C(=O)N[C@@H](CC(C)C)C(=O)OCc2ccccc2)c1 was read as PKA-R1A act -3, OPRM1-OPRD1 inv -1, Ecoli viability -0.5, Tat transport 2, SUMO Mot1 rescue -7, PfHsp90 set2 -3, AddAB inh -0.4, phage Ecoli inh 0.3, OPRM1-OPRD1 ag 0.2, DSG3 Ab inh 98 and Arr AP2 block 6.
For CC(C)COc1ccc(S(=O)(=O)NNC(=O)c2cc3ccccc3o2)cc1 the results were PKA-R1A act 2, OPRM1-OPRD1 inv -59, Ecoli viability -1.7, Tat transport 2, SUMO Mot1 rescue -4, PfHsp90 set2 2, AddAB inh 7.8, phage Ecoli inh 2.3, OPRM1-OPRD1 ag 11, DSG3 Ab inh 104 and Arr AP2 block 6.
Screening O=C(CSc1nc2[nH]ncc2c(=O)[nH]1)Nc1ccc(F)cc1 returned PKA-R1A act -2, OPRM1-OPRD1 inv -8, Ecoli viability -0.5, Tat transport 2, SUMO Mot1 rescue 0, AddAB inh -0.8, phage Ecoli inh 2.7, OPRM1-OPRD1 ag 1.3, DSG3 Ab inh 103 and Arr AP2 block 0.
`COc1ccccc1CNC(=O)C(C)NS(=O)(=O)c1ccc(Br)cc1` (stereo unspecified) gave PKA-R1A act 4, OPRM1-OPRD1 inv 7, Ecoli viability 0.6, Tat transport -5, SUMO Mot1 rescue 3, PfHsp90 set2 18, AddAB inh 2.5, phage Ecoli inh 1.5, OPRM1-OPRD1 ag -1.5 and Arr AP2 block 22.
CCC(C)(C(=O)NC1CCCC1)N(Cc1ccco1)C(=O)c1ccc2c(c1)OCO2 (stereo unspecified) was read as PKA-R1A act -10, OPRM1-OPRD1 inv 1, Ecoli viability 2.2, Tat transport -1, SUMO Mot1 rescue 1, PfHsp90 set2 22, AddAB inh 1.8, phage Ecoli inh -1.1, OPRM1-OPRD1 ag -0.1, DSG3 Ab inh 102 and Arr AP2 block 5.
For O=C(Cn1cc2c(n1)CCCC2)N1CCCc2ccccc21 the results were PKA-R1A act 6, OPRM1-OPRD1 inv 6, Ecoli viability 2.6, Tat transport 1, SUMO Mot1 rescue -17, PfHsp90 set2 15, AddAB inh 7.6, phage Ecoli inh 2.3, OPRM1-OPRD1 ag -1.2, DSG3 Ab inh 104 and Arr AP2 block 16.
Screening N#Cc1c(NC(=O)CN2CCOCC2)oc(-c2ccccc2)c1-c1ccccc1 returned PKA-R1A act -5, OPRM1-OPRD1 inv 12, Ecoli viability 2.1, Tat transport 2, SUMO Mot1 rescue 0, PfHsp90 set2 -18, AddAB inh 2.4, phage Ecoli inh 1.0, OPRM1-OPRD1 ag -2.8, DSG3 Ab inh 102 and Arr AP2 block 2.
